Bioassay records as filed in PubChem BioAssay.
M1 ag: activates human CHRM1 receptor; CHO-K1 hM1, Fluo-8 calcium fluorescence, agonist mode; 0% DMSO, 100% acetylcholine EC100; activation, % at 3 µM; P11229; AID 588814; actives 0.33% (n = 360,000);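 active = activation above the run's mean compound activation plus 3 SD, cut at about 16% in these data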;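 also: peak over basal fluorescence ratio within a 140 s kinetic read after compound addition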
Target sequence (P11229 whole entry, looked up): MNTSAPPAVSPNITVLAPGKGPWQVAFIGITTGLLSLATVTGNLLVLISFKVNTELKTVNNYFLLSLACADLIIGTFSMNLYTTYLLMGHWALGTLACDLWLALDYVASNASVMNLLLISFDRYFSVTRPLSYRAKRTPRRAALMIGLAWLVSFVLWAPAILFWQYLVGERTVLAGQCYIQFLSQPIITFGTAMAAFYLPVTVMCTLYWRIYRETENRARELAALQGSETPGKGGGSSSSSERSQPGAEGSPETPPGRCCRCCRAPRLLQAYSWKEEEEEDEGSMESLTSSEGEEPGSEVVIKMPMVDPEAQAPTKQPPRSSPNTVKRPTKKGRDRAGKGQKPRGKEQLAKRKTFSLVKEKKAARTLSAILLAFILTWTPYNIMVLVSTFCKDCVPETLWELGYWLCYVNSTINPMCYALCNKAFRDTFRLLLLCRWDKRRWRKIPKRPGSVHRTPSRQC
CHRM5 agonist: agonists of human muscarinic M5 receptor (CHRM5) | P08912 | CHO-K1 hM5 cells, Fluo-8 calcium fluorescence; 0% DMSO wells, 100% maximal acetylcholine response | activation, % at 3 µM | actives 0.19% (n = 360,000) | AID 624037;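 active = activation above the run's mean over test compounds plus 3 SD, cut at about 23% in these data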;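 also: signal is peak over basal fluorescence ratio across the kinetic read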
M1 PAM: positive allosteric modulators of human M1 muscarinic receptor | P11229 | activation, % at 3 µM | CHO-K1 hM1, Fluo-8 calcium fluorescence, ACh EC20; 0% = ACh EC20, 100% = maximal ACh | actives 0.088% (n = 360,000); in the data active = activation above about 19%, passing the limit was not always enough
M5 antag: antagonists of human muscarinic M5 receptor (CHRM5); inhibition, % at 3 µM; actives 0.59% (n = 360,000); AID 624040; CHO-hM5 cells, Fluo-8 calcium fluorescence, ACh EC80; P08912;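 active = inhibition above a per-plate cutoff, the mean of that plate's test compounds plus 3 SD, cut at about 27% in these data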;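 also: 0% = acetylcholine EC80 with DMSO and 100% = DMSO without agonist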
M1 antag: human CHRM1 antagonism; P11229; CHO-K1 hM1, Fluo-8 calcium fluorescence, ACh EC80 antagonist; inhibition, % at 3 µM; actives 1.3% (n = 360,000); AID 588852;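 active = percent inhibition above its own plate's cutoff, namely the mean of that plate's compound wells plus 3 SD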;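 also: peak over basal fluorescence ratio during 140 s after agonist addition; 0% = ACh EC80 plus DMSO and 100% = DMSO alone without agonist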
CHRM4 antagonist: blocks acetylcholine activation of human M4 receptor | inhibition, % at 3 µM | P08173 | CHO-hM4 cells, ACh EC80, Fluo-8 calcium fluorescence | actives 0.73% (n = 360,000) | AID 624125;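 active = inhibition above its plate's cutoff, the mean inhibition of sample wells plus 3 SD, cut at about 27% in these data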;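 also: 0% = acetylcholine EC80 with DMSO and 100% = DMSO without agonist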
M5 PAM: positive allosteric modulators of human muscarinic M5 receptor. P08912. CHO-K1 hM5, Fluo-8 calcium, ACh EC20 PAM; 0% = ACh EC20, 100% = ACh EC100. activation, % at 3 µM. actives 0.3% (n = 360,000). AID 624038;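 active = activation above the run cutoff, the mean activation of all test compounds plus 3 SD, cut at about 18% in these data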
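System – CHO-K1 hM5 cells · Compound – 3 µM, single dose · Incubation – compound preincubation 140 s before EC20 acetylcholine addition · Technique – Fluo-8 calcium fluorescence · Measure – Max/basal fluorescence ratio as % of EC20–EC100 ACh window · Benchmarks – low control EC20 acetylcholine (0%), high control EC100 acetylcholine (100%) · Replication – singlicate, one well per test compound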
TAAR1 ag: human TAAR1 agonism | activation, % at 3 µM | actives 0.99% (n = 360,000) | Q96RJ0 | AID 624467 | CHO RD-HGA16 TAAR1, Fluo-8 calcium fluorescence; vehicle wells 0%, saturating PEA agonist 100%;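 active = activation above the mean activation of all test compounds in the run plus 3 SD, cut at about 38% in these data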
Target sequence (Q96RJ0 whole entry, looked up): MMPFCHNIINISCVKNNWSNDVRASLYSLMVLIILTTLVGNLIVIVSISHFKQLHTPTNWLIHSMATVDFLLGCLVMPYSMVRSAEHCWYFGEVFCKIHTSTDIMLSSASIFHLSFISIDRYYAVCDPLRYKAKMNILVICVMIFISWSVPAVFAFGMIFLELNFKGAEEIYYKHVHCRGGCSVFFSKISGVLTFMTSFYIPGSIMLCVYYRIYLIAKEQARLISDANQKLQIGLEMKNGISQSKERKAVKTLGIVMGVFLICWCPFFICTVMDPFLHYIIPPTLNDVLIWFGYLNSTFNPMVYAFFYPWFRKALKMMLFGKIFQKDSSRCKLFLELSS
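Repeats: no replicates (n 1) | Material: CHO-derived RD-HGA16 cells with stable Gα16 and human TAAR1 | Technique: Kinetic Fluo-8 calcium fluorescence | Schedule: 17-24 h seeding, 75 min 37 °C dye, 30 min RT | Evaluation: % activation from peak over basal fluorescence ratio, DMSO-to-PEA scaled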
M4 ag: CHRM4 agonism in calcium assay; P08173; activation, % at 3 µM; actives 0.14% (n = 360,000); CHO-K1 hM4/Gqi5, Fluo-8 calcium fluorescence; vehicle 0%, full acetylcholine response 100%;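 active = activation above the run mean over all test wells plus 3 SD, cut at about 32% in these data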;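 also: peak over basal fluorescence ratio per well then scaled between controls; 0% = DMSO wells and 100% = acetylcholine at EC100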
Numbers without * were called inactive. Only part of the results is shown; count on the stated rates, not on these rows.

SMILES | M1 ag | CHRM5 agonist | M1 PAM | M5 antag | M1 antag | CHRM4 antagonist | M5 PAM | TAAR1 ag | M4 ag
CCS(=O)(=O)Nc1cccc(C2=NN(S(=O)(=O)c3ccc(F)cc3)C(c3cccs3)C2)c1 (stereo unspecified) | -10 | -3 | 1 | -2 | -1 | 0 | 2 | 2 | 4
CC(=O)N1CCc2cc(Br)cc(S(=O)(=O)N3CCN(c4ccccn4)CC3)c21 | -4 | -3 | 5 | 10 | 1 | 3 | 3 | 13 | 0
Cc1ccc(S(=O)(=O)N2CCOCC2)cc1NC(=O)CSc1nnnn1C1CC1 | -4 | 0 | 2 | 3 | -6 | 5 | -1 | 2 | 0
COc1cccc(C(=O)Nc2nnc(SCC(=O)Nc3ccc(NC(C)=O)cc3)s2)c1 | -2 | -1 | 3 | 3 | -5 | -1 | 2 | 1 | 3
Cc1noc(C)c1Cn1nc(C(=O)O)c2ccccc2c1=O | -3 | -1 | 4 | -4 | -8 | 6 | 0 | 9 | 0
O=C(N/C(=C/c1ccc(Br)cc1)C(=O)N1CCOCC1)c1cccs1 | -2 | 2 | 9 | -9 | 1 | 4 | 4 | 6 | 3
CC(OC(=O)Cc1ccsc1)C(=O)Nc1ccc(C(N)=O)cc1 (stereo unspecified) | 3 | 5 | 11 | 12 | -7 | -2 | 1 | 14 | 1
COc1ccc(-n2c(=S)[nH]c3cc(C(=O)Nc4ccccc4OC)ccc3c2=O)c(OC)c1 | 4 | 8 | 0 | -1 | 0 | -13 | -5 | 3 | 9
CC(C)SCc1nc2ccccc2[nH]1 | -1 | 1 | 10 | -17 | -10 | -5 | 15 | 3 | 1
CC1(NC(=O)c2ccccc2)CCN(CCc2cccs2)C1=O (stereo unspecified) | -4 | 3 | 8 | 18 | -2 | 0 | 1 | 2 | 1

Three compounds already listed, sorted by the number in CHRM4 antagonist, low to high.
SMILES,CHRM4 antagonist
CC(C)SCc1nc2ccccc2[nH]1,-5
COc1cccc(C(=O)Nc2nnc(SCC(=O)Nc3ccc(NC(C)=O)cc3)s2)c1,-1
CC1(NC(=O)c2ccccc2)CCN(CCc2cccs2)C1=O (stereo unspecified),0

Remaining list, next part:
SMILES | M1 ag | CHRM5 agonist | M1 PAM | M5 antag | M1 antag | CHRM4 antagonist | M5 PAM | TAAR1 ag | M4 ag
Cc1ccccc1NC(=O)c1c([N+](=O)[O-])c(C(C)(C)C)nn1C | -7 | -2 | 2 | 3 | -11 | 8 | -4 | 4 | 1
COCCN(C(=O)COC(=O)c1c(NC(C)=O)sc(C)c1C)c1c(N)n(Cc2ccccc2)c(=O)[nH]c1=O | -3 | 3 | 10 | 6 | -14 | -8 | 4 | 4 | 1
COc1ccccc1N(Cc1ccccc1)S(=O)(=O)c1cccc(C(=O)Nc2cc(C)ccn2)c1 | -1 | -5 | 3 | 20 | -2 | -7 | 0 | 1 | 2
COc1cccc(Cn2c(=O)c3ccccc3n3nc(C)cc23)c1 | -4 | 0 | 4 | 13 | -1 | 4 | 1 | 9 | 0
CCn1nc(C)cc1C(=O)Sc1ccc(Cl)cc1Cl | -3 | 4 | 1 | -2 | -1 | 10 | 4 | -1 | 0
CCOc1ccc(C(=O)N2CCCC2)cc1OC | -6 | 0 | 9 | 7 | -8 | -7 | -3 | 9 | 0
COC(=O)c1c(C)oc2ccc(NS(=O)(=O)c3cc(OC)ccc3OC)cc12 | 2 | -2 | -4 | 2 | 8 | -6 | -9 | 29 | 4
O=C(c1sc2ccccc2c1Cl)N1CCN(c2ncccn2)CC1 | -5 | -2 | -2 | 7 | 4 | -2 | -9 | 6 | 6
COc1ccc(C(=O)Nc2ccc(Cl)c(Cl)c2)c(OC)n1 | -3 | 2 | 14 | -2 | 2 | 4 | 7 | 4 | 1
Cn1cc(C(=O)N2CCCCCC2)c(=O)c2cc(S(=O)(=O)N3CCCCC3)ccc21 | -4 | -6 | -1 | 20 | 6 | -4 | -9 | 2 | 1

Looked up above.
M1 antag with COc1ccc(C(=O)Nc2ccc(Cl)c(Cl)c2)c(OC)n1 stands at 2
M5 PAM with Cn1cc(C(=O)N2CCCCCC2)c(=O)c2cc(S(=O)(=O)N3CCCCC3)ccc21 stands at -9

Following part
SMILES | M1 ag | CHRM5 agonist | M1 PAM | M5 antag | M1 antag | CHRM4 antagonist | M5 PAM | TAAR1 ag | M4 ag
O=C(COC(=O)CC1CC2CCC1C2)Nc1ccc(F)cc1 (stereo unspecified) | -7 | 3 | 10 | 1 | -10 | -9 | -1 | 8 | 2
Cc1ccc(S(=O)(=O)N(C(=O)c2ccncc2)c2ccc(OC(=O)c3ccncc3)cc2)cc1 | -6 | 1 | 2 | -2 | 0 | 5 | 2 | 1 | 1
CCc1ccc(NC(=O)c2ccc(F)c(S(=O)(=O)N(CC)c3ccccc3)c2)cc1 | -5 | -1 | -5 | 15 | 3 | 0 | -10 | 6 | 3
CC1CCN(CC(C)CNC(=O)c2cc(-c3ccccn3)nc3ccccc23)CC1 (stereo unspecified) | -14 | -1 | 0 | -3 | -3 | 8 | -5 | 10 | 3
CCCCC(=O)NC(=S)NNC(=O)CC | -1 | -1 | 5 | 4 | -6 | 0 | -8 | 9 | 0
O=C(c1cccs1)N1CCN(C/C=C/c2ccccc2)CC1 | -3 | -1 | 3 | -3 | 4 | 4 | 3 | 2 | 4
CC(C)C(NS(=O)(=O)c1ccccc1)C(=O)NC1CCCC1 (stereo unspecified) | -2 | -3 | 8 | 5 | -15 | -4 | 1 | 2 | 0
COc1ccccc1C1CCN(Cc2ccc3ccccc3c2)CC1 | -7 | -5 | -10 | 10 | 11 | -18 | -12 | 3 | 3
CC(Cc1cccs1)NC(=O)Nc1cccc(Cl)c1 (stereo unspecified) | -1 | 2 | -5 | 1 | 4 | -18 | -15 | 10 | 9
CCCCOC(=O)Nc1cccc(C(=O)OCC)c1 | -4 | -7 | 1 | 25 | -4 | -3 | 0 | 19 | -1
COc1cccc(CN(C)c2nc(-c3cccs3)nc3ccccc23)c1 | -8 | -2 | -7 | 1 | 8 | 10 | -5 | 5 | 0
CCc1cc2c(C)ccc(C)c2nc1SCC(=O)Nc1cc(C)on1 | -3 | -2 | 4 | 4 | -6 | -9 | 3 | -2 | 1
CCCCc1nc2cc(C(=O)NCCc3c(C)n[nH]c3C)ccc2o1 | -5 | -4 | 6 | -3 | -4 | -14 | 12 | 1 | 0
CCOC(=O)c1ccc(NCc2ccc(N(C)C)cc2)cc1 | -6 | -3 | 2 | -6 | -1 | -2 | 2 | 0 | 0
CCOC(=O)NC(=O)c1cn(Nc2ncc(Cl)cc2C(F)(F)F)c(=O)[nH]c1=O | -3 | 2 | 0 | -2 | -1 | -4 | 3 | 1 | 0
Cc1ccc(S(=O)(=O)NCCNC(=O)CN2CCOCC2)cc1 | 0 | -4 | 9 | 17 | 2 | -11 | -6 | 0 | 1
O=C(NC(c1ccccc1)c1ccccc1)N1CCOCC1 | -3 | -3 | 5 | 2 | -6 | 8 | 1 | 1 | 2
CC/C(=N\NC(=O)C1CC1)c1cccc(Cl)c1 | -4 | 0 | 5 | 5 | -2 | -5 | -1 | 3 | 0
CCOC(=O)C(=CNc1nc(-c2ccccc2)c(C(=O)Nc2ccc(-c3ccccc3)cc2)s1)C(=O)OCC | -1 | -2 | 10 | 5 | -17 | 7 | 2 | -1 | -1
CC(C)CCNC(=O)c1onc(CSc2ccccc2)c1C(=O)NCCC(C)C | -5 | -4 | 5 | 3 | -10 | 10 | 0 | 0 | 0
Brc1ccc(CNc2ccc3ncccc3c2)cc1 | -2 | -13 | -16 | 32* | 36* | 25 | -24 | 5 | 8
Cc1ccccc1NCc1nnc2n1CCCCC2 | -12 | -4 | 6 | 4 | -7 | 3 | 3 | 1 | 1
Cc1ccc(S(=O)(=O)c2c(N)n(C)c3nc4ccccc4nc23)cc1 | -4 | -1 | 6 | -5 | -23 | 0 | -1 | 4 | 3
COc1cc(NC(=O)c2cccc(NC3=NC4CS(=O)(=O)CC4S3)c2)cc(OC)c1OC (stereo unspecified) | -2 | 1 | -4 | -1 | 9 | 9 | 1 | 3 | 0
Cc1nc(NC(=O)c2ccccc2O)sc1C | -2 | -4 | 6 | 3 | -9 | 3 | -1 | 0 | 2
COc1ccc(NCc2nnc(SCC(=O)Nc3cc(C(F)(F)F)ccc3Cl)o2)cc1 | -1 | 5 | -4 | 0 | 12 | 7 | -6 | 9 | 3
CN(C)CC/C=C1/c2cc(F)ccc2CSc2ccc(F)cc21 | -8 | -7 | -21 | 98* | 100* | 84* | -20 | 4 | 1
CCn1cc(/C=C(\NC(=O)c2ccc(C)cc2)C(=O)NCCN2CCOCC2)c2ccccc21 | -3 | -2 | -1 | -3 | 4 | -13 | -7 | 2 | 7
CCCc1nnc(NC(=O)C2CC(=O)N(CCc3ccc(F)cc3)C2)s1 (stereo unspecified) | -6 | -4 | 8 | 11 | -9 | -15 | 3 | 1 | 1
O=C(CCN1CCCCCC1)Nc1ccc2c(c1)OCCO2 | -5 | -7 | 5 | 4 | 0 | -8 | 4 | 0 | 1
Cc1oc(-c2ccccc2)cc1C(=O)NCc1ccncc1 | -3 | 2 | 7 | -9 | -13 | -4 | 10 | 2 | 4
N#Cc1sc(NCc2ccccc2)nc1Cl | -7 | -4 | -1 | 12 | -5 | 0 | -10 | 8 | 5
N#Cc1cnc2nc1NCCCCCCC2 | -7 | -2 | 14 | 6 | -21 | -2 | -2 | -3 | -1
O=S(=O)(c1cccc2nsnc12)N1CCN(Cc2ccccc2)CC1 | -7 | -3 | 0 | 10 | 0 | 5 | -2 | 3 | 1
COC(=O)c1ccc(NC(=O)Cn2nnc3ccccc32)cc1 | 0 | 2 | -2 | -4 | -9 | 0 | -7 | 4 | 4
CC(=O)C[C@H]1c2cc(C(F)(F)F)ccc2S(=O)(=O)N1Cc1ccccc1 | -6 | -1 | -4 | 26 | 6 | -3 | -12 | 13 | 4
Cc1ccc(Nc2nc3c([nH]2)c(=O)n(C)c(=O)n3C)cc1 | -2 | 3 | -4 | -3 | 3 | 7 | -3 | 24 | 2
COc1ccccc1C(=O)NC(=O)COC(=O)CN1C(=O)NC2(CCCCC2C)C1=O (stereo unspecified) | -3 | 2 | 3 | 7 | -10 | -12 | -3 | 0 | 1
CCn1c2ccc(F)cc2c2nc3ccccc3nc21 | -9 | -3 | -3 | 4 | 4 | -3 | -4 | 8 | 1
Cc1ccc(N2C(=O)CS(=O)C(c3ccccc3)C2=O)cc1C (stereo unspecified) | -4 | -2 | -11 | 28* | 5 | 3 | -9 | 4 | 20
COC(=O)CCCCC1SCC(NC(=O)c2ccccc2)C1=O (stereo unspecified) | -4 | 0 | 2 | -2 | 0 | 9 | 0 | 7 | 2

One compound at a time, from the list above. Order of screens: M1 ag	CHRM5 agonist	M1 PAM	M5 antag	M1 antag	CHRM4 antagonist	M5 PAM	TAAR1 ag	M4 ag
`COc1ccc(-n2c(=S)[nH]c3cc(C(=O)Nc4ccccc4OC)ccc3c2=O)c(OC)c1` is listed with 4	8	0	-1	0	-13	-5	3	9
`Cc1ccccc1NC(=O)c1c([N+](=O)[O-])c(C(C)(C)C)nn1C` is listed with -7	-2	2	3	-11	8	-4	4	1
